Screens deposited in PubChem by several laboratories.
MazEF act: activators of E. coli MazEF toxin-antitoxin RNase, primary screen, biochemical, fluorescence, uHTS; AID 504720, 2011; activation, % at 20 µM; FAM/BHQ RNA-DNA oligo cleavage fluorescence, 5 h; 350,000 compounds, 0.32% hits; in the data active = activation above about 50%
Target sequence (P0AE70 whole entry, looked up): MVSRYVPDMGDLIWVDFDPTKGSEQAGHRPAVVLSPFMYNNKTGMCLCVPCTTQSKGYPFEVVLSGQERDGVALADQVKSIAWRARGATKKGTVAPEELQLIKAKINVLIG
Rv3671c inh: Rv3671c serine protease inhibitors, primary screen, biochemical, fluorescence polarization, M. tuberculosis H37Rv | P9WHR9 | inhibition, % at 5.96 µM | 320,000 compounds, 0.048% hits | AID 2606, 2010; in the data active = inhibition above about 38%;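 also: extracellular domain of Rv3671c used as enzyme; 0% = enzyme with DMSO and 100% = no enzyme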
Target sequence (P9WHR9 whole entry, looked up, the tested form may be a part): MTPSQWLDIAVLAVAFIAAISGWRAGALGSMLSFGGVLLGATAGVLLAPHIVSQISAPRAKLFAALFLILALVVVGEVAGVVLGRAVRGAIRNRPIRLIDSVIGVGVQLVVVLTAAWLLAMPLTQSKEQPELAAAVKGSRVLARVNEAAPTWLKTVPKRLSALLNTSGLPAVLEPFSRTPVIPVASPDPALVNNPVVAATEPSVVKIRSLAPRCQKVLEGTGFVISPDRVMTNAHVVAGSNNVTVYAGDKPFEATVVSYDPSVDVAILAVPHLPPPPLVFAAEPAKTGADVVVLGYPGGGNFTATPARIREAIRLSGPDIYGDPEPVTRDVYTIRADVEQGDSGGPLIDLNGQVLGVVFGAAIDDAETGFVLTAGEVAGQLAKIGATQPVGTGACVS
BioA inh: M. tuberculosis BioA enzyme inhibitors, primary screen, biochemical, plate reader, single point, HTS; 7,8-diaminopelargonic acid synthase BioA (Mycobacterium tuberculosis); purified M. tuberculosis BioA enzyme; inhibition, % at 9.99 µM; 360,000 compounds, 0.096% hits; AID 602481, 2012; in the data active = inhibition above about 40%; inconclusive = no clear call, values can overlap the other calls
GDH-TPI inh: GDH-TPI coupling enzyme inhibitors, primary screen, artefact control for M. tuberculosis FBA inhibitor project, biochemical, absorbance, full deck; GDH-TPI coupled enzyme counterscreen, NADH absorbance; inhibition, % at 4.8 µM; 360,000 compounds, 1.2% hits; in the data active = inhibition above about 30%;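 also: 0% = DMSO wells and 100% = wells lacking the enzyme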
PrPC TRFRET: inhibitors of human cell surface prion protein PrPC, primary screen, cell-based, TR-FRET | TR-FRET read-out | inhibition, % at 13.8 µM | 370,000 compounds, 0.43% hits | AID 720596, 2013; in the data active = inhibition above about 24%; also: 0% = median of the test wells and 100% = reference compound wells
FadD28 binding: inhibitors of FadD28 bisubstrate probe binding, primary screen, biochemical, fluorescence polarization, single point; Mycobacterium tuberculosis FadD28 fatty-acid-AMP ligase; inhibition, % at 12.5 µM; 360,000 compounds, 0.22% hits; in the data active = inhibition above about 8.5%, passing the limit was not always enough; inconclusive = no clear call, values can overlap the other calls
Mtb FBA inh: Mtb FBA enzyme inhibitors, primary screen, biochemical, fluorescence, strain H37Rv | Fructose-bisphosphate aldolase (Mycobacterium tuberculosis (strain ATCC 25618 / H37Rv)), … | purified M. tuberculosis FBA, fluorescence read-out | inhibition, % at 1 µM | 360,000 compounds, 2.3% hits; in the data active = inhibition above about 27%;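 also: 0% = vehicle and 100% = reference inhibitor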
BoNT-F LC inh: BoNT/F light chain protease inhibitors, primary screen, biochemical, flow cytometry, MLPCN library; 360,000 compounds, 0.22% hits; inhibition, % at 10 µM; Botulinum neurotoxin type F light chain protease (Clostridium botulinum); Multiplex microsphere protease cleavage assay; AID 588497, 2011; in the data active = inhibition above about 35%, passing the limit was not always enough; inconclusive = no clear call, values can overlap the other calls; also: plate controls were buffer without enzyme for full effect and enzyme alone for no effect
UGM FP inh: M. tuberculosis UGM enzyme inhibitors, primary screen, biochemical, fluorescence polarization, single point | UDP-galactopyranose mutase (Mycobacterium tuberculosis (strain ATCC 25618 / H37Rv)), … | purified UGM, fluorescence polarization probe displacement | inhibition, % at 10 µM | 320,000 compounds, 0.06% hits | AID 504406, 2011; in the data active = inhibition above about 10%, passing the limit was not always enough; inconclusive = no clear call, values can overlap the other calls
Target sequence (P9WIQ1 whole entry, looked up): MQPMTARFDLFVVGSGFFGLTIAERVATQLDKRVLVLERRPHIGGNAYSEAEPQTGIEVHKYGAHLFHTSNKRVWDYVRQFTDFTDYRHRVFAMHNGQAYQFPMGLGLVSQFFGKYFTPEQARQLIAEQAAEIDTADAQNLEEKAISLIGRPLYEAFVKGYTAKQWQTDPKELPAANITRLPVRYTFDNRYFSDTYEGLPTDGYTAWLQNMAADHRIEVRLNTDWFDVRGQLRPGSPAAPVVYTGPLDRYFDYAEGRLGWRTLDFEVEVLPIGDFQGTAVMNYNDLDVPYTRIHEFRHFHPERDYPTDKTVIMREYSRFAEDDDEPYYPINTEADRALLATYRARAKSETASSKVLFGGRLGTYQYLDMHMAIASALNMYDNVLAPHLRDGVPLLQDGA
Starred values were filed as active, the others as inactive; ? = inconclusive; . = no result given.

Under each structure: MazEF act	Rv3671c inh	BioA inh	GDH-TPI inh	PrPC TRFRET	FadD28 binding	Mtb FBA inh	BoNT-F LC inh	UGM FP inh
#1 Cc1cc(C(=O)N2CCCC(N3CCN(c4cccc(C(F)(F)F)c4)CC3)C2)nn1C (stereo not given)
 : 4	1	3.2	-2	-2	-4.0	-1	2	3.8
#2 CCn1nc(C(=O)NNC(=O)C2CSC3(C)CCC(=O)N23)c2ccccc2c1=O (stereo not given)
 : 2	-2	-1.5	4	5	-3.1	-4	.	-2.2
#3 CCC(=O)NCCc1nc2cc(NC(=O)COc3ccccc3)ccc2n1C
 : 6	1	-1.3	-1	0	0.6	-1	10	1.2
#4 Cc1cccc(-c2nc3ccccc3c(=O)n2N)c1
 : 0	5	-0.7	1	11	.	0	-6	2.5
#5 Cc1ccsc1C(=O)OCC(=O)c1cc(C)n(C)c1C
 : 1	-6	-1.5	2	4	-3.2	114*	-5	3.3
#6 COc1ccc(NC(=O)CSc2nc(O)cc(=O)n2C)cc1
 : -2	-7	0.2	3	3	-1.3	2	-3	-0.9
#7 O=C(CN1C(=O)NC2(CCCCC2)C1=O)NCc1ccc2c(c1)OCO2
 : 10	-10	-2.1	1	2	0.7	-2	-6	-0.2
#8 COc1ccccc1-c1cc(SC)c(C#N)c(=O)o1
 : 2	-2	.	18	3	-2.2	1	-2	0.5
#9 Cc1noc(C)c1CSc1cc(C)c2ccccc2n1
 : 1	-1	-0.2	-2	0	-3.6	-2	-7	-1.0
#10 COc1ccc(CNC(C)CCc2ccccc2)cc1 (stereo not given)
 : 1	-8	2.5	14	-10	-0.7	0	8	0.2
#11 Nc1ncnc2c1ncn2[C@@H]1O[C@H](CNCc2cccn2-c2nccs2)[C@@H](O)[C@H]1O
 : 6	1	-1.5	-9	.	-3.9	0	3	-0.1
#12 O=c1[nH]c(=O)n(C2CCCCCC2)c(O)c1C=NC1CCN(Cc2ccccc2)CC1
 : 2	-1	-2.4	-2	-5	-2.4	4	-4	-0.9
#13 O=C(Nc1cccc(-c2csc(-c3ccccc3)n2)c1)c1cccs1
 : -6	-268	.	6	14	-3.0	-5	-20	1.6
#14 Cc1nc2ccc(S(=O)(=O)NCC(=O)Nc3ccc(F)cc3)cc2s1
 : -14	8	2.3	-10	-2	-1.2	-1	4	0.3
#15 C=CCN(c1ccc(C(=O)N(CC)CC)cc1)S(C)(=O)=O
 : -3	2	-0.5	-3	0	-0.8	0	-78	2.5
#16 COC1=C(Nc2ccc(OC)cc2)C(=O)C(OC)=C(Nc2ccc(OC)cc2)C1=O
 : 8	.	-1.3	8	-4	-0.5	0	9	.
#17 CCn1nc(NS(=O)(=O)c2ccc(NC(C)=O)cc2)c2cc3cccc(C)c3nc21
 : 3	3	0.0	-1	-4	-1.2	-3	-2	3.5
#18 COCCCN1CN(Cc2ccco2)CNC1=S
 : 3	3	-0.2	13	6	-1.6	0	-3	-0.3
#19 CN1C(=O)c2ccc(NC(=O)c3cccc4ccccc34)cc2C1=O
 : 3	0	10	8	-5	-1.5	5	-1	-1.1
#20 COc1ccc(S(=O)(=O)Oc2ccccc2C(=S)N2CCOCC2)cc1
 : .	9	3.6	0	2	-1.6	2	-13	5.7

A draw from above in order of formula weight, low to high:
Under each structure: MazEF act	Rv3671c inh	BioA inh	GDH-TPI inh	PrPC TRFRET	FadD28 binding	Mtb FBA inh	BoNT-F LC inh	UGM FP inh
#6 COc1ccc(NC(=O)CSc2nc(O)cc(=O)n2C)cc1
 : -2	-7	0.2	3	3	-1.3	2	-3	-0.9
#2 CCn1nc(C(=O)NNC(=O)C2CSC3(C)CCC(=O)N23)c2ccccc2c1=O (stereo not given)
 : 2	-2	-1.5	4	5	-3.1	-4	.	-2.2
#11 Nc1ncnc2c1ncn2[C@@H]1O[C@H](CNCc2cccn2-c2nccs2)[C@@H](O)[C@H]1O
 : 6	1	-1.5	-9	.	-3.9	0	3	-0.1

Additional results:
Under each structure: MazEF act	Rv3671c inh	BioA inh	GDH-TPI inh	PrPC TRFRET	FadD28 binding	Mtb FBA inh	BoNT-F LC inh	UGM FP inh
#21 CCC(=O)Nc1ccc(C(=O)CSc2nc3ccccc3cc2CC)cc1
 : -11	-6	-1.3	0	5	0.3	1	-10	-2.1
#22 Cc1nc(C)c(-c2ccc(SCc3cccc(F)c3)nn2)s1
 : 9	-3	2.5	-4	-3	-3.5	1	1	-1.3
#23 CCCOc1ccc(N2C(=O)C3C4C=CC(CC4)C3C2=O)cc1 (stereo not given)
 : 12	-1	-1.7	9	1	-2.3	0	-10	2.1
#24 COc1ccccc1/C=C/C(=O)OCC(=O)Nc1ccc(Cl)cn1
 : 4	-7	-1.9	6	-7	-3.0	6	-4	2.1
#25 O=C(CCl)N1c2ccccc2SCC1c1ccccc1 (stereo not given)
 : -15	1	0.3	5	1	-1.5	2	-5	-3.7
#26 COc1ccc(N(C(=O)c2ccco2)S(=O)(=O)c2cc(Cl)c(Cl)cc2Cl)cc1
 : -9	-15	.	4	6	0.0	5	-6	0.8
#27 Cc1ccc(NC(=O)C(=O)NCCN2CCN(Cc3ccc([N+](=O)[O-])cc3)CC2)cc1
 : 4	3	.	7	-2	-1.3	1	-7	-1.3
#28 O=C(Nc1ccccc1)c1ccc(F)cc1F
 : 7	3	-0.2	-4	2	1.3	0	5	1.4
#29 CC(=O)NCCNC(=O)c1ccc(Sc2ccccc2)c([N+](=O)[O-])c1
 : 3	3	-4.4	7	-43	-1.0	1	-1	0.8
#30 Nc1nc(N)c2ncn(C3C=CC(CO)C3)c2n1 (stereo not given)
 : .	.	.	.	-5	-0.2	2	-3	.
#31 CC(NCC(=O)Nc1cc(S(=O)(=O)N2CCOCC2)ccc1N1CCOCC1)c1ccco1 (stereo not given)
 : 1	-13	5.6	8	-2	0.8	-2	-6	3.4
#32 CCOC(=O)C1=C(CC)NC2=C(C(=O)CCC2)C1c1ccc(OC)c(OC)c1 (stereo not given)
 : 5	10	1.4	15	2	-4.2	3	0	0.0
#33 CC(=O)Oc1ccc(NC(=O)Cc2ccccc2)c(C(=O)O)c1
 : 2	-1	-4.1	3	-2	1.6	16	-2	0.8
#34 Cc1ccc(NC(=S)Nc2ccc(C(C)C)cc2)cc1S(=O)(=O)N1CCCCCC1
 : 4	-65	.	14	7	-1.8	-1	-2	1.9
#35 COc1ccc(CC(=O)Nc2c3c(nn2C(C)(C)C)CS(=O)(=O)C3)cc1OC
 : -16	8	1.0	7	-1	-0.2	0	-12	5.1
#36 CCN(CC)CC(=O)NC1CC(C)(C)Cc2c1cnn2-c1ccc(F)cc1 (stereo not given)
 : 1	2	7.3	5	1	-1.0	2	11	-1.8
#37 O=C(NCCN1CCOCC1)c1ccc(-c2ccccc2)cc1
 : 2	-8	0.0	1	.	-1.0	1	7	0.7
#38 Cn1c(=O)c2c(ncn2CC(=O)N2CCN(c3ccc([N+](=O)[O-])cc3)CC2)n(C)c1=O
 : -5	4	0.5	0	-23	-1.4	-8	?	-0.4
#39 O=C1OC(COCC#Cc2ccccc2)CN1c1ccccc1 (stereo not given)
 : 1	.	0.1	-5	10	-2.7	1	1	.
#40 CCOC(=O)c1ccc(NC(=O)C2C3C=CC(C3)C2C(=O)O)cc1 (stereo not given)
 : 3	-4	0.0	8	6	-2.6	-2	-3	-1.7

Further compounds
Under each structure: MazEF act	Rv3671c inh	BioA inh	GDH-TPI inh	PrPC TRFRET	FadD28 binding	Mtb FBA inh	BoNT-F LC inh	UGM FP inh
#41 CCCC1=Nc2cc(C(=O)NCCCOCC)ccc2Sc2ccccc21
 : 4	-15	0.5	7	2	-1.2	-4	-7	2.6
#42 CC1CCCN(C(C(=O)Nc2ccc3c(c2)OCCO3)c2ccccc2)C1 (stereo not given)
 : -8	-5	0.5	4	5	-1.6	8	-44	1.5
#43 Cc1cccc(CSc2cn(CC(=O)N3CCOCC3)c3ccccc23)c1
 : -1	12	-0.2	1	9	-2.0	-1	-6	1.4
#44 O=C(Nc1ccccc1)c1nsnc1C(=O)Nc1ccccc1
 : 5	-6	.	-1	-5	-4.3	4	-1	-0.2
#45 Cc1cccc(NC(=O)c2ccc3nccnc3c2)n1
 : -2	-2	-0.3	13	-26	-1.3	1	-3	3.9
#46 COc1ccc(C(=O)NC(=S)Nc2ccc(S(N)(=O)=O)cc2)cc1
 : -24	-1	.	3	-2	-4.1	-4	2	-2.6
#47 O=C(O)c1ccc(N/N=C2/CCCc3ccccc32)cc1
 : 0	-6	.	79*	0	3.1	2	-5	-0.5
#48 COc1cc(/C=C/C(=O)OCC(=O)N(C)C2CCS(=O)(=O)C2)ccc1OC(F)F (stereo not given)
 : 2	2	-0.3	1	-3	-4.5	10	-2	-0.6
#49 CCCCN(CC)S(=O)(=O)c1ccc2c(c1)CCCN2C(C)=O
 : 2	14	1.5	-6	-4	-3.7	2	12	1.4
#50 C/C(=C\c1ccccc1)C1NC(=O)c2c(sc3c2CCCC3)N1 (stereo not given)
 : 0	-10	.	14	7	-0.2	9	3	2.2
#51 Cc1nc2c(C)[n+](CC(=O)c3ccccc3)ccc2n1C
 : -7	6	-0.3	3	-2	-2.9	2	5	-1.0
#52 COc1ccc(N2CCN(CC(O)COC(C)(C)C)CC2)cc1 (stereo not given)
 : 2	11	.	-2	7	-2.1	0	-2	-1.1
#53 COc1ccc(CN2C[C@H]3CCCN3c3cc(Br)ccc3S2(=O)=O)cc1
 : -1	.	-0.4	4	.	-5.4	-1	-3	.
#54 O=C1C(=O)N(Cc2cccnc2)C(c2ccccn2)/C1=C(/O)c1ccc(F)cc1 (stereo not given)
 : 13	-2	1.6	18	-5	1.9	5	0	-0.4
#55 CCOc1c2ccc(C(=O)NCc3ccccc3OC)cc2nn1CC
 : -4	6	-2.9	-1	-9	1.6	47*	-5	-0.7
#56 COC(=O)[C@H](Cc1c[nH]c2ccccc12)NC(=O)NCc1ccc(OC)cc1
 : -1	1	0.5	5	8	-0.9	4	-18	0.6
#57 Cc1sc2nc(CN3CCCC3)nc(NCc3ccncc3)c2c1C
 : -6	1	.	4	5	-1.1	5	12	-2.3
#58 O=S(=O)(Nc1ccc2c(c1)OCCO2)c1ccc(Br)s1
 : -8	-2	1.1	-2	7	-1.8	1	-18	-1.6
#59 O=C(C1CCCN(Cc2ccc3c(c2)OCO3)C1)N1CCCC1 (stereo not given)
 : 8	0	-1.0	17	3	0.4	2	-1	-0.2
#60 CCOC(=O)C1CCN(C(=O)c2ccc(OCC(=O)N3CCOCC3)c(OC)c2)CC1
 : -3	0	.	6	5	0.6	1	6	-2.1
